Rin1 Abl inh – inhibitors of human Rin1-Abl protein interaction. P00519+Q13671. TR-FRET Rin1/Abl binding, biochemical. inhibition, % at 7.35 µM. 360,000 tested, 0.4% active; in the data active means inhibition above about 5%, passing the limit was not always enough
Target sequence (P00519 whole entry, looked up): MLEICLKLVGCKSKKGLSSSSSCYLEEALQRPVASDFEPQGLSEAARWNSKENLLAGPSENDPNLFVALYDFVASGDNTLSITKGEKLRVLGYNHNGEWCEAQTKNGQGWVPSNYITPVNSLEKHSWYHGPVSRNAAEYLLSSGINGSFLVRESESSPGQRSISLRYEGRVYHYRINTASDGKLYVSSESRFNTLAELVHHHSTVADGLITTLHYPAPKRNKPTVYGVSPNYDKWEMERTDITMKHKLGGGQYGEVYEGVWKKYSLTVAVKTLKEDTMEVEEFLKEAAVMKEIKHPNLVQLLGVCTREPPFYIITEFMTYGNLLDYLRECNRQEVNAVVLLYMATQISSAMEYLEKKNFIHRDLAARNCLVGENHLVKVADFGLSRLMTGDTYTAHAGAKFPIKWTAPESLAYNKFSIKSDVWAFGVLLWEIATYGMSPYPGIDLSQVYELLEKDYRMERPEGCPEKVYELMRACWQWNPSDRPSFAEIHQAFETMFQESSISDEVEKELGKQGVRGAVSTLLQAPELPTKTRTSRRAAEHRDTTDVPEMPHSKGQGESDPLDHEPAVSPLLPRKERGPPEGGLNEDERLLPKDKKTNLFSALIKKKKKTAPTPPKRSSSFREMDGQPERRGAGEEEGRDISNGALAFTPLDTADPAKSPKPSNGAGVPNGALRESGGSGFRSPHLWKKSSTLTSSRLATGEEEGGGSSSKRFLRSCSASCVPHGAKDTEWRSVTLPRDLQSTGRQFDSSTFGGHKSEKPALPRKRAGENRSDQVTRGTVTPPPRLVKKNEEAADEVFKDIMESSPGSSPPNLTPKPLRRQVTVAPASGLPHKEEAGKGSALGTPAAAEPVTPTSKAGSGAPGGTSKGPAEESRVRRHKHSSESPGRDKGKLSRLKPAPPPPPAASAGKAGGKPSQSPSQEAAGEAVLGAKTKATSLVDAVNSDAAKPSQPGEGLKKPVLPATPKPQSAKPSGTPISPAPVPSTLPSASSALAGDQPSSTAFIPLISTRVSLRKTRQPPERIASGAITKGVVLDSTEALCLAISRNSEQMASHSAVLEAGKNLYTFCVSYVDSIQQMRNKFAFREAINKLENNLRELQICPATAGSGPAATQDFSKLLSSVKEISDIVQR
Target sequence (Q13671 whole entry, looked up): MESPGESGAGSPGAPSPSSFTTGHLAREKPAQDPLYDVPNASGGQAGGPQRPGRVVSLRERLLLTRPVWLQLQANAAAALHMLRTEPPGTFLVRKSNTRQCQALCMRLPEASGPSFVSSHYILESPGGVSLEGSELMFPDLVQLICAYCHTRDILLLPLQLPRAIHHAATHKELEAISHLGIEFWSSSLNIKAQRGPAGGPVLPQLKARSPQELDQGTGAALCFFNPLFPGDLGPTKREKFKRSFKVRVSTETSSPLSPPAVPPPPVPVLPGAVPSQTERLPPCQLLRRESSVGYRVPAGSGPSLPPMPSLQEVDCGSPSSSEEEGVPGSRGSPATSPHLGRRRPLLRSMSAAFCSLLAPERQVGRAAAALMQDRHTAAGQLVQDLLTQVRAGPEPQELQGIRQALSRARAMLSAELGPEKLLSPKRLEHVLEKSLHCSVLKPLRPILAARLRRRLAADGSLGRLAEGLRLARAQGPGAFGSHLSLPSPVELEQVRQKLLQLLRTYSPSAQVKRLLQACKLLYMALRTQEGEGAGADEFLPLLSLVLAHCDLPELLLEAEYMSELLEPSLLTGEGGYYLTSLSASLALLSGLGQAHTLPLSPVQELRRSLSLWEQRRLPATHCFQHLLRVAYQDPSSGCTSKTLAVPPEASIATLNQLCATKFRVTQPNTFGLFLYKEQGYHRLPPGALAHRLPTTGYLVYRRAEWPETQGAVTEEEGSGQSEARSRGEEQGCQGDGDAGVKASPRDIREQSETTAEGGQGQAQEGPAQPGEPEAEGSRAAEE
Neddyl block – blocks human cullin neddylation | P61081+Q13564 | TR-FRET cullin neddylation, biochemical | calls only at 25 µM | 360,000 tested, 0.58% active; in the data active means inhibition above about 36%
SKN-1 block – inhibitors of C. elegans SKN-1; C. elegans VP596 Pgst-4::GFP/RFP ratio, acrylamide-induced, 24 h; inhibition, % at 21.8 µM; 360,000 tested, 0.49% active;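 active means interference check ratio from 0.5 to 1.5 plus GFP to RFP signal ratio inhibition reaching or exceeding a fixed threshold, cut at about 30% in these data, passing the limit was not always enough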; further: some compounds called inactive have numbers as strong as hits
CSN inh – blocks human CSN-mediated cullin deneddylation. Q92905. Purified CSN, SCF-Nedd8-OG deneddylation, fluorescence polarization. inhibition, % at 12.5 µM. 360,000 tested, 0.38% active. AID 651999;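 active means pattern-corrected inhibition above about 35%, with an unprinted fluorescence ratio check between 0.5 and 1.5, limit read from the data, passing the limit was not always enough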;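 further: 0% = enzyme with substrate and 100% = substrate without enzyme; some results filed as inactive read as strong as hits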
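Assay system: Purified human Csn5 enzyme expressed in HEK293T cells | Amount: Enzyme 0.24 nM | Measured by: Fluorescence polarization readout | Medium: Tris/NaCl/DTT buffer, pH 7.5 | Compound dosing: One concentration, 12.5 µM, 0.25% DMSO | Times: 90 min incubation of compound, enzyme and substrate at room temperature | Control set: no-enzyme wells high, enzyme-with-substrate wells low | Read-out: % inhibition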
MLLE-PAM2 inh – blocks PAM2 peptide binding to the PABP1 MLLE domain; AID 588489; inhibition, % at 20 µM; 360,000 tested, 0.36% active; GST-MLLE / FITC-PAM2 fluorescence polarization; in the data active means inhibition above about 35%, passing the limit was not always enough;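 further: plate controls were DMSO wells with GST-MLLE for no effect and wells lacking GST-MLLE protein for full effect; some results filed as inactive read as strong as hits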
NadD block – inhibitors of Staphylococcus aureus NadD; purified NadD enzyme, colorimetric absorbance read-out; inhibition, % at 20 µM; AID 602399; 360,000 tested, 0.78% active; in the data active means inhibition above about 26%; further: some compounds past the cut are filed as inactive
Rpn11 block – blocks the human proteasome subunit Rpn11; O00487; human 26S proteasome, Ub4-pepOG fluorescence polarization; 20S core pre-blocked with epoxomicin; 360,000 tested, 0.59% active; AID 588493; calls only at 20 µM;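 active means inhibition at 20 µM, scaled to each plate's controls, above about 33%, limit read from the data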
MT1-MMP act inh – blocks activation of human MT1-MMP | P50281 | HT1080 RFP-PRO-GFP cells, GFP/RFP ratio fluorescence, overnight; percent of plate control window, DMSO zero | GFP/RFP ratio change, % at 20 µM | 360,000 tested, 0.061% active | AID 651647;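 active means GFP/RFP ratio change of at least 30% with cell ATP level not reduced by more than half and red fluorescence within 50% of control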; further: strong numbers were not always called active
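Assay system: HT1080 cells carrying an RFP-PRO-GFP reporter | Dosing: Single dose of 20 µM compound, 1% DMSO final | Incubation: Cells overnight before dosing, compound overnight, 37 °C, 5% CO2 | Evaluation: GFP/RFP fluorescence ratio | Control set: DMSO and RFP-L50D-GFP cell wells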
FAS TE block – inhibitors of human fatty acid synthase thioesterase domain; P49327; recombinant FAS-TE, OMFH fluorogenic substrate, fluorescence endpoint; inhibition, % at 15 µM; 360,000 tested, 0.67% active;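 active means compounds whose normalised, plate-corrected inhibition of enzyme fluorescence in the single-dose primary screen is 50% or more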;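 further: 0% = DMSO with enzyme and 100% = substrate without enzyme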
* marks the source's active call; other numbers are inactive results; i = inactive; nt = not tested or not shown.

SMILES | Rin1 Abl inh | Neddyl block | SKN-1 block | CSN inh | MLLE-PAM2 inh | NadD block | Rpn11 block | MT1-MMP act inh | FAS TE block
CC1CCC(NC(=O)CCNS(=O)(=O)c2ccccc2)CC1 (stereo not drawn) | 2 | i | 4 | 0 | 10 | -8 | i | -1 | 0
CC(=O)c1ccc(NC(=S)NCc2cccnc2)cc1 | -1 | i | -2 | 4 | 2 | 2 | i | 2 | -11
Cn1c(=O)[nH]c(=O)c2c1nc(CN1CCN(c3ccc(F)cc3)CC1)n2CCCc1ccccc1 | -1 | i | -9 | -5 | 6 | 6 | i | -7 | 8
O=C(c1cccc(N2CCCC2=O)c1)N1CCN(c2cccc(Cl)c2)CC1 | 2 | i | 12 | 1 | 0 | -3 | i | -9 | 2
COc1ccc(NC(=O)Cn2cnc3ccccc3c2=O)cc1OC | 4 | i | 0 | -1 | 10 | -10 | i | 0 | -5
Cc1ccc2c(c1Br)/C(=N/N1C(=O)c3ccccc3C1=O)C(=O)N2 | -4 | i | 3 | -1 | 3 | 6 | i | -4 | -4
O=C(CCSc1ccccc1)OCn1nnc2ccccc2c1=O | 2 | i | 10 | 0 | 32 | -7 | i | 2 | 8
Cc1ccccc1NC(=O)C(C)O/N=C/c1cccc([N+](=O)[O-])c1 (stereo not drawn) | 5 | i | 5 | 2 | -1 | -6 | i | -5 | 7
CCn1cc(C(=O)N[C@H](C(=O)NCCN2CCOCC2)C(C)C)c(=O)c2cc3c(cc21)OCO3 | 2 | i | -7 | -4 | 6 | -5 | i | 3 | -6
Cc1ccc(-n2nnnc2SCCNS(=O)(=O)c2ccccc2)cc1C | 2 | i | 12 | 3 | -10 | -3 | i | -5 | 13
O=C(C(=O)N1CCC(Cc2ccccc2)CC1)c1cccs1 | nt | i | -2 | -1 | nt | nt | nt | 6 | nt
Cn1cc(S(=O)(=O)N2CCOCC2)cc1C(=O)Nc1ccc(Cl)cc1 | 2 | i | -12 | -1 | -2 | -3 | i | nt | -3
Oc1ccc(-c2csc(NCc3ccco3)n2)cc1 | -1 | i | 3 | 2 | 8 | 2 | i | 6 | -1
CC1CC(C)CN(C(=O)c2ccc(C#N)cc2)C1 (stereo not drawn) | -4 | i | 10 | 4 | 2 | -3 | i | -7 | -8
COc1ccc(N2CC(C(=O)Nc3cccc(OC(C)C)c3)CC2=O)cc1 (stereo not drawn) | -1 | i | 13 | 4 | 2 | 0 | i | 0 | 2
Cc1ccc(C2C3CSCC=C3C(C#N)=C(N)C2(C#N)C#N)cc1 (stereo not drawn) | 3 | i | 2 | 9 | -8 | 17 | i | -113 | 16
C=CCNc1nc(NCCN2CCOCC2)nc(OC)n1 | 1 | i | -12 | -2 | -2 | 2 | i | 5 | -3
COc1ccc(OC)c(Nc2nc(=O)c3cccnc3s2)c1 | -1 | i | 0 | 2 | 23 | 10 | i | 2 | 10
O=S(=O)(NCC1CC1)c1cc(Cl)cc(Cl)c1 | 1 | i | 0 | 1 | 10 | -8 | i | 3 | -3
COc1ccc(-n2nc(C(=O)O)nc2-c2ccccc2)cc1 | -2 | i | 12 | 1 | -2 | -2 | i | 1 | -4
COc1cc2c(c(OC)c1OC)-c1ccc(OC)c(=O)cc1C(NC(C)=O)CC2 (stereo not drawn) | 5 | i | 19 | -3 | 0 | -4 | i | 11 | -8
Cn1cc(/C=N/Nc2ccccc2)c2ccccc21 | 4 | i | -11 | 1 | 3 | 7 | i | -5 | 14
O=C(c1cccnc1)N1C2CCC1CC(O)(c1ccc(F)cc1)C2 (stereo not drawn) | 4 | i | -2 | 5 | -2 | 4 | i | 3 | -3
O=S(=O)(c1ccc(S(=O)(=O)N2CCN(C3CCCCC3)CC2)cc1)N1CCCCCC1 | -4 | i | -2 | -2 | -3 | -4 | i | -6 | -10
FC(F)(F)c1nc2nc(Cl)c(Cl)nc2n1CCCN1CCOCC1 | -5 | i | 4 | -1 | 26 | 3 | i | 5 | -3
The list continues:
SMILES | Rin1 Abl inh | Neddyl block | SKN-1 block | CSN inh | MLLE-PAM2 inh | NadD block | Rpn11 block | MT1-MMP act inh | FAS TE block
O=C(COC(=O)c1ccco1)NC12CC3CC(CC(C3)C1)C2 | 1 | i | 13 | 1 | 2 | -2 | i | 0 | -7
S=C1NCCN1CC1CCN(CCCC2CCCC2)CC1 | 1 | i | 3 | 0 | -17 | -2 | i | 4 | -7
COc1ccc(OCC(=O)NC(=O)c2ccccc2)c([N+](=O)[O-])c1 | 1 | i | 0 | -2 | -1 | -2 | i | 0 | -4
N#CCC(=O)N/N=C/c1ccc(OS(=O)(=O)c2ccccc2)cc1 | 1 | i | -2 | 1 | -8 | -2 | i | 3 | 0
CCOc1ccc(NC(=O)c2ccccc2C(=O)c2ccccc2)cc1OCC | 2 | i | -6 | 0 | -13 | -1 | i | -3 | -3
CN(C)c1nc(Oc2ccc(N)cc2)nc(N(C)C)n1 | -1 | i | -14 | 5 | -15 | 2 | i | 0 | -6
COCCCn1c(=O)c2ccccc2n2c(=S)[nH]nc12 | -1 | i | 6 | 1 | -24 | -2 | i | 1 | -4
COc1ccc(-n2c(=S)[nH]c3cc(C(=O)Nc4cc(C(N)=O)ccc4OC)ccc3c2=O)c(OC)c1 | 0 | i | 13 | 2 | 16 | 16 | i | 3 | -2
CCC(=O)N1CCCC(C(=O)NS(=O)(=O)c2cc(C)c(Cl)cc2C)CC1 (stereo not drawn) | -2 | i | 8 | 1 | 8 | 2 | i | -2 | -7
Cc1cnn(-c2nc(-c3ccccc3)cc(-c3ccccc3)n2)c1 | 0 | i | 13 | -4 | 8 | -5 | i | -5 | 30
O=C1OC[C@H]2CCCN2C(=O)[C@@H](CC(=O)N(CCO)Cc2ccccc2)C/C=C\C[C@H]1Cc1ccc(F)cc1 | -4 | i | 2 | 1 | 0 | -4 | i | 0 | -3
COC(=O)[C@H](CC(C)C)NC(=O)CC[C@H]1O[C@@H](n2ccc(=O)[nH]c2=O)[C@H](O)[C@@H]1O | 2 | i | 9 | 3 | 5 | -3 | i | 2 | -9
CCc1nc2c(OCC3COc4ccccc4O3)cccn2c1N(C)C(=O)c1ccccc1F (stereo not drawn) | 2 | i | 4 | 3 | -10 | 6 | i | -2 | -4
COc1ccc(S(=O)(=O)N2CCc3ccccc32)cc1C(=O)O | 0 | i | 8 | 2 | -19 | -5 | i | 0 | -7
CC(C)[C@@H](C(=O)NCc1ccco1)N1C(=O)N2CCc3c([nH]c4ccccc34)[C@@]2(C)C1=O | 1 | i | 16 | 4 | 11 | -1 | i | -2 | 6
CN1CCN(C(=O)/C(=C\c2cccs2)NC(=O)c2ccco2)CC1 | -1 | i | -2 | -10 | -8 | -4 | i | 0 | -7
CC(=O)c1sc(=S)n(-c2ccccc2)c1C | -3 | i | -11 | -3 | 6 | 3 | i | -5 | 7
COc1ccc(CCNc2ncnc3cc(OC)c(OC)cc23)cc1OC | -1 | i | -2 | -11 | 5 | 2 | i | 1 | -3
Fc1cccc(-n2cc(-c3ccccc3)c3c(=S)nc[nH]c32)c1 | -4 | i | 13 | 3 | 39 | 11 | i | -10 | 21
Cc1cc(C(=O)COC(=O)c2ccccc2NCCO)c(C)n1CC1CCCO1 (stereo not drawn) | -3 | nt | 5 | 5 | 3 | -2 | i | -3 | 0
O=S(=O)(Nc1ccccc1N1CCOCC1)c1ccc(Cl)cc1 | -1 | i | 18 | -3 | 6 | -1 | i | 0 | 7
Cc1ccc(C2(c3ccccc3)NC(=O)N(CC(=O)N(C)C3CCS(=O)(=O)C3)C2=O)cc1C (stereo not drawn) | 5 | i | -13 | 2 | 7 | 3 | i | 1 | -3
Cc1c(C(=O)O)oc2c3c(ccc12)OCCO3 | -4 | nt | 11 | -1 | 14 | 2 | i | 4 | -8
CCn1c(COc2ccc(C)cc2)nc2ccccc21 | -8 | i | -14 | -4 | 9 | -2 | i | -3 | 0
CCN(C(=O)COC(=O)C(c1ccccc1)c1ccccc1)c1c(N)n(Cc2ccccc2)c(=O)[nH]c1=O | 0 | i | -1 | 0 | -16 | 12 | i | 8 | -8
Next entries follow:
SMILES | Rin1 Abl inh | Neddyl block | SKN-1 block | CSN inh | MLLE-PAM2 inh | NadD block | Rpn11 block | MT1-MMP act inh | FAS TE block
COc1ccc(-c2nc3c(s2)CCc2onc(-c4ccc(Br)cc4)c2-3)cc1 | 0 | i | 17 | 4 | 9 | 0 | i | -6 | 20
CCOc1ccc(NC(=S)N2CCCC2)cc1 | -1 | i | 15 | -2 | -90 | 4 | i | -2 | -4
NCc1csc(NC(=O)Nc2cccc(C(F)(F)F)c2)n1 | 0 | i | -10 | 3 | 0 | 4 | i | -6 | -10
CCN1C(=O)c2ccc(C(=O)Nc3ccc(O)cc3C)cc2C1=O | -1 | i | 7 | 2 | 12 | -2 | i | 3 | -2
CC(C)(C)C(=O)Nc1cc(S(=O)(=O)Nc2ccc(Cl)cc2)ccc1Cl | -2 | i | 14 | 6 | 3 | -4 | i | 0 | 12
Cc1onc(-c2ccccc2)c1C(=O)Nc1nnc(N(C)Cc2ccccc2)s1 | 1 | i | -9 | 0 | -5 | 0 | i | -4 | 5
COc1ccc(OC)c(/C=c2\sc3nc(-c4cccs4)nn3c2=O)c1 | -2 | i | -10 | -1 | 35 | 5 | i | -2 | -4
Cc1ccccc1N(CC(=O)NCCc1ccccc1)C(=O)c1ccc(N2CCCC2)nc1 | 2 | i | 25 | 8 | -3 | 5 | i | -4 | 9
COCCSc1nnc(NC(=O)c2ccc(OC)c([N+](=O)[O-])c2)s1 | -4 | i | -7 | -3 | -11 | 2 | i | 3 | -4
O=C(COc1c(F)c(F)c(C(F)(F)F)c(F)c1F)Nc1ccc(N2CCOCC2)c(Cl)c1 | 5 | i | -17 | 1 | -2 | -6 | i | 9 | 21
Cc1ccc([C@H]2C(C(=O)O)=CC[C@@H](c3cccc(Cl)c3)N2S(=O)(=O)c2ccc(C)cc2)cc1 | -4 | i | 13 | 2 | -7 | 12 | i | -1 | 4
COc1ccc(-c2oc3cccnc3c2-c2ccc(OC)nc2)cc1 | -1 | nt | 12 | -4 | 13 | 2 | i | 0 | 17
CC(C)(C)OC(=O)N1CCc2onc(-c3ccccc3[N+](=O)[O-])c2C1=O | nt | i | -12 | 4 | nt | nt | nt | 8 | nt
COc1cc(S(=O)(=O)NCc2ccc(F)cc2)ccc1-n1cnnn1 | 1 | i | 20 | 2 | 3 | 0 | i | 0 | -5
O=C(COc1ccccc1Br)NCCC1=CCCCC1 | -2 | i | -4 | 2 | 12 | -2 | i | 6 | 18
CC(C)C(=O)Nc1ccc(C(=O)CN2C(=O)NC3(CCOc4ccccc43)C2=O)cc1 (stereo not drawn) | 4 | i | 5 | 0 | -22 | -1 | i | -2 | -5
COCCCNC(=O)C(=O)N/N=C/c1ccc(OCC(=O)Nc2cccc(Cl)c2C)c(OC)c1 | -2 | nt | 1 | 1 | 0 | -12 | i | 2 | -1
c1ccc(-c2cc(-c3ccccc3)[nH]n2)cc1 | 2 | i | 9 | -1 | 14 | -7 | i | -2 | 5

Another view of some results above.
Every second line gives: Rin1 Abl inh, Neddyl block, SKN-1 block, CSN inh, MLLE-PAM2 inh, NadD block, Rpn11 block, MT1-MMP act inh, FAS TE block
O=S(=O)(Nc1ccccc1N1CCOCC1)c1ccc(Cl)cc1
→ -1, i, 18, -3, 6, -1, i, 0, 7
Cc1ccc(C2(c3ccccc3)NC(=O)N(CC(=O)N(C)C3CCS(=O)(=O)C3)C2=O)cc1C (stereo not drawn)
→ 5, i, -13, 2, 7, 3, i, 1, -3

Screening data from PubChem BioAssay.

Compounds were not picked by outcome; 3.9% or so of the library scored in one or more.
